UBC13 polyUb: UBC13 polyubiquitin chain formation inhibitors, primary screen, biochemical, TR-FRET, uHTS; hit rate 0.47% among 330,000; inhibition, % at 20 µM; in the data active = inhibition above about 45%, passing the limit was not always enough; inconclusive = no clear call, values can overlap the other calls
SENP1 FRET inh: human SENP1 catalytic domain inhibitors, primary screen, biochemical, FRET, uHTS. recombinant SENP1 catalytic domain, CyPet-SUMO1-YPet FRET cleavage. inhibition, % at 10 µM. hit rate 0.21% among 360,000;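 active = inhibition at least 30% at 10 µM, raw YFP signal under a set limit, fluorescence ratio 0.5 to 1.5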;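 also: 0% = enzyme with DMSO and 100% = no enzyme wells; some results filed as inactive read as strong as hits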
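Test system: human SENP1 catalytic domain; medium: Tris pH 8 buffer plus EDTA, NaCl, BME, BSA, NP40, catalase; incubation: 50 min reaction at room temperature; technique: FRET, CFP and YFP emission; controls: no-enzyme low control and enzyme-plus-DMSO high control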
SENP8 block-1: SENP8 protease inhibitors, primary screen, biochemical, luminescence. Sentrin-specific protease 8 (Homo sapiens), Q96LD8. purified SENP8, Z-RLRGG-aminoluciferin cleavage. inhibition, % at 10 µM. hit rate 1.2% among 330,000. AID 2540, 2010; in the data active = inhibition above about 50%
Target sequence (Q96LD8 whole entry, looked up): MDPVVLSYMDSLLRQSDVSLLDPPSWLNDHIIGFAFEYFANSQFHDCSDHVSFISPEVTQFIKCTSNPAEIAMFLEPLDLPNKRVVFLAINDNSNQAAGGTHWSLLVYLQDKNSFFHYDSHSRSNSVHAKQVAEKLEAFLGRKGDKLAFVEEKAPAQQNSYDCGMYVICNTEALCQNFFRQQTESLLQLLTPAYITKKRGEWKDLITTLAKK
Apaf-1 inh: inhibitors of human Apaf-1 apoptosome, primary screen, biochemical, DEVD-Rh110 fluorescence, uHTS. Apoptotic protease-activating factor 1 (Homo sapiens), O14727. reconstituted apoptosome caspase-3 activity. inhibition, % at 20 µM. hit rate 0.71% among 330,000; active = inhibition of at least 40% at 20 µM;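 also: plate controls were DMSO wells for no effect and DEVD-CHO caspase inhibitor wells for full effect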
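Material: biochemical Apaf-1 apoptosome reconstitution. Medium: Hepes buffer, pH 7.5. Also added: cytochrome c activation, bis-DEVD rhodamine 110 substrate. Timing: 30 min compound preincubation, 50 min activation, room temperature. Measured by: rhodamine 110 fluorescence at Ex 480/Em 540 nm.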
SENP7 inh: SENP7 protease inhibitors, primary screen, biochemical, luminescence, uHTS | Sentrin-specific protease 7 (Homo sapiens), Q9BQF6 | recombinant SENP7, Z-RLRGG-aminoluciferin luminescence, 40 min | inhibition, % at 5 µM | hit rate 1.5% among 330,000 | AID 434973, 2010;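 active = inhibition above about 50% at the single test dose, limit read from the data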;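 also: plate controls were DMSO with enzyme for no effect and no enzyme buffer wells for full effect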
Target sequence (Q9BQF6 706-1050 limits assumed): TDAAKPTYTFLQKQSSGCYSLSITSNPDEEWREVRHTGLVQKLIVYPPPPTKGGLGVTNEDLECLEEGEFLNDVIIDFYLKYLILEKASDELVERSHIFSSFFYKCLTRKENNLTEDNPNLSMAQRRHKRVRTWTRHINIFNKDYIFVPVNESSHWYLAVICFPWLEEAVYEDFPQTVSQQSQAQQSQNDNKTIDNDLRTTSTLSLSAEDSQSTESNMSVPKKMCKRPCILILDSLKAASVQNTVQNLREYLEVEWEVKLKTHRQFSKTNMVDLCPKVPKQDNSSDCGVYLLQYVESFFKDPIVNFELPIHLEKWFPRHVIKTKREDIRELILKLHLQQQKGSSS
SENP8 block-2: human SENP8 protease inhibitors, primary screen, biochemical, fluorescence, Nedd8 protein substrate, uHTS; hit rate 0.64% among 360,000; inhibition, % at 20 µM; recombinant SENP8; AID 602440, 2012; in the data active = inhibition mostly above about 40%, no sharp cut-off; inactive = mostly below about 27%
A3G deaminase: APOBEC3G DNA deaminase inhibitors, primary screen, biochemical, fluorescence, single-stranded DNA substrate, uHTS; AID 493012, 2011; DNA dC->dU-editing enzyme APOBEC-3G (Homo sapiens), Q9HC16; recombinant A3G, ssDNA deamination FAM/TAMRA fluorescence; inhibition, % at 20 µM; hit rate 0.28% among 330,000;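 active = inhibition of at least 40% at 20 µM, with no more than 30% in the related APOBEC3A deaminase screen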;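 also: plate controls were DMSO wells with A3G for no effect and wells lacking A3G enzyme for full effect; some compounds called inactive have numbers as strong as hits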
Target sequence (Q9HC16 whole entry, looked up): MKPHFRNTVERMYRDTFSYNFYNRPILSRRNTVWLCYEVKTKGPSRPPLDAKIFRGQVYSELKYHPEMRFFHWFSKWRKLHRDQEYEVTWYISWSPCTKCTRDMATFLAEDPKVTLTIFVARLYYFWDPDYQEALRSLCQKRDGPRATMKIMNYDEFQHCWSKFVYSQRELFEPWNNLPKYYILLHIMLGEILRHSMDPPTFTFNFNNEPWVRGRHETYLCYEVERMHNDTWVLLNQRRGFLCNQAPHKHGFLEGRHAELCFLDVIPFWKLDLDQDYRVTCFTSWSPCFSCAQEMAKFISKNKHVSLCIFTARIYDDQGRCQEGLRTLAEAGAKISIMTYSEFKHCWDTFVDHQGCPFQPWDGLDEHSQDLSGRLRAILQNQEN
SENP6 block: SENP6 protease inhibitors, primary screen, biochemical, luminescence, uHTS; Sentrin-specific protease 6 (Homo sapiens), Q9GZR1; Recombinant SENP6 catalytic domain, aminoluciferin luminescence; inhibition, % at 10 µM; hit rate 1.8% among 330,000; AID 2599, 2010;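 active = inhibition above about 50% at the single tested dose, limit read from the data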;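 also: plate controls were DMSO wells with enzyme for no effect and DMSO wells lacking enzyme for full effect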
Numbers without * were called inactive; i = inactive; ? = inconclusive; . = not tested or not shown.

SMILES | UBC13 polyUb | SENP1 FRET inh | SENP8 block-1 | Apaf-1 inh | SENP7 inh | SENP8 block-2 | A3G deaminase | SENP6 block
COc1cccc(N2CCN(c3ccc4nnc(CCC(=O)Nc5ccc(OC)c(OC)c5)n4n3)CC2)c1 | 1 | 2 | -1 | 6 | 1 | 9 | -8 | 9
Cc1ccccc1CNC(=O)Cc1ccccc1[N+](=O)[O-] | -4 | 2 | -6 | -11 | 4 | 9 | -4 | -2
O=c1c(-c2ccc(Cl)cc2)[n+]([O-])c2ccccc2n1OCc1ccccn1 | -1 | 6 | -14 | 5 | -2 | -53 | 1 | 5
O=C(COC(=O)C1(c2ccccc2F)CCCC1)N1CCN(C(=O)c2ccco2)CC1 | 0 | 3 | -8 | -28 | -3 | 15 | 0 | -17
COC(=O)N/N=C/c1c(C)cc(C)cc1C | 5 | 2 | -5 | -3 | -4 | -1 | -2 | 8
CCCNC(=O)Nc1ccccc1C(=O)Nc1ccc(OC)cc1 | -5 | 0 | -11 | 11 | -12 | 27 | -10 | -25
COc1ccc2c(c1)CCc1cnc(N)nc1-2 | 15 | -2 | -9 | -8 | 3 | -471 | 0 | 15
CCCCn1c(N)c(N2CCOCC2)c(=O)n(CC(=O)NCCc2ccccc2)c1=O | -6 | -3 | 0 | -14 | 9 | 11 | -7 | 3
Cc1ccc(C(=O)C2CCN(S(=O)(=O)c3ccccc3C(=O)O)CC2)cc1 | -11 | -3 | -8 | 10 | -1 | 7 | -7 | -14
COC(=O)c1cc(OC)c(OC)cc1NC(=S)N1CCCC(CO)C1 (configuration not stated) | -3 | -1 | -1 | 3 | 2 | -47 | 2 | -32
Cc1ccc(S(=O)(=O)N2CCOCC2)cc1C(=O)N1CCN(Cc2ccccc2)CC1 | -3 | -2 | 14 | -1 | 3 | 13 | -3 | 1
COc1ccc(S(=O)(=O)NNC(N)=S)cc1 | 2 | 0 | 0 | -7 | 7 | 13 | -12 | 5
OCCOCCNc1ncnc2c1c(-c1ccccc1)cn2-c1ccccc1 | 11 | -10 | -4 | 6 | -5 | -4 | -6 | -2
O=C(NCC(=O)N(c1ccc(Cl)cc1)C(C(=O)NC1CCCC1)c1ccncc1)c1ccco1 (configuration not stated) | 0 | 1 | 2 | -5 | -3 | 12 | -15 | -30
Cc1[nH]c2ccccc2c1/C=N/NC(=O)CCC(=O)NCc1ccccc1 | 4 | 11 | -2 | 9 | -3 | 1 | -4 | -3

Grouped by structure: the entries above with sulfur
SMILES | UBC13 polyUb | SENP1 FRET inh | SENP8 block-1 | Apaf-1 inh | SENP7 inh | SENP8 block-2 | A3G deaminase | SENP6 block
Cc1ccc(C(=O)C2CCN(S(=O)(=O)c3ccccc3C(=O)O)CC2)cc1 | -11 | -3 | -8 | 10 | -1 | 7 | -7 | -14
COC(=O)c1cc(OC)c(OC)cc1NC(=S)N1CCCC(CO)C1 (configuration not stated) | -3 | -1 | -1 | 3 | 2 | -47 | 2 | -32
Cc1ccc(S(=O)(=O)N2CCOCC2)cc1C(=O)N1CCN(Cc2ccccc2)CC1 | -3 | -2 | 14 | -1 | 3 | 13 | -3 | 1
COc1ccc(S(=O)(=O)NNC(N)=S)cc1 | 2 | 0 | 0 | -7 | 7 | 13 | -12 | 5

New compounds follow:
SMILES | UBC13 polyUb | SENP1 FRET inh | SENP8 block-1 | Apaf-1 inh | SENP7 inh | SENP8 block-2 | A3G deaminase | SENP6 block
CCN(CC)CCn1c(NC(=O)c2ccccc2O)nc2ccccc21 | 19 | -22 | -12 | 11 | -14 | i | -10 | 5
O=C(N/N=C/c1cn[nH]c1-c1ccc(Cl)cc1)c1ccc([N+](=O)[O-])cc1 | -20 | 2 | 5 | 19 | -3 | 19 | -6 | 8
O=C(/C=C/c1ccc2c(c1)OCO2)c1ccc(F)cc1 | 5 | -5 | 25 | 13 | 34 | -83 | -8 | 45
COc1ccc2c(c1)OC[C@H]1[C@H]2N2C(=O)CN(Cc3ccco3)C(=O)[C@@]2(C)[C@H]1c1ccccc1 | -9 | -1 | 8 | 18 | 9 | 16 | -2 | 2
Cc1cccc(N2CCN(C(=O)Cc3cn(C)c4ccccc34)CC2)c1C | -3 | -7 | 1 | 31 | 6 | 7 | -4 | -16
Cn1c2ccc(F)cc2c2nc3ccccc3nc21 | 51* | -24 | 16 | 4 | 6 | -158 | -7 | 34
NN/C(=C\[N+](=O)[O-])Nc1ccc(Cl)cc1 | -17 | -3 | -7 | 4 | -7 | 16 | -5 | -4
CSC1=NNC(c2ccc(C(C)(C)C)cc2)=NN1 | 7 | 2 | 2 | -7 | 4 | 38 | -5 | -11
CCC1CCCCN1S(=O)(=O)c1ccc(S(=O)(=O)N(Cc2cccs2)C2CC2)cc1 (configuration not stated) | 4 | 2 | 1 | 1 | 11 | 8 | 1 | 1
Cc1ccc(S(=O)(=O)N2CCN(C(=O)c3c(-c4ccccc4)noc3C)CC2)cc1 | -2 | -10 | -7 | -1 | -4 | 7 | -4 | -15
CCN(CC)CCOC(=O)CCc1cccc2ccccc12 | 2 | 2 | -13 | -3 | 1 | 24 | -2 | -16
O=C(Oc1c(Cl)cc(Cl)c2cccnc12)c1ccco1 | -8 | 4 | 2 | 10 | -5 | 19 | 6 | 5
Cc1cc(C)nc(-n2nc(C)cc2NC(=O)CNC(C)c2ccccc2)n1 (configuration not stated) | -2 | 0 | 6 | 1 | 4 | 17 | -5 | -1
O=[N+]([O-])c1ccc(Cc2cncc(O)c2)cc1 | -4 | 1 | -4 | 6 | 5 | 20 | 9 | -9
O=C(O)c1cc(O)c2c(c1)[C@@H]([C@H]1c3cc(C(=O)O)cc(O)c3C(=O)c3c(O[C@@H]4O[C@H](CO)[C@@H](O)[C@H](O)[C@H]4O)cccc31)c1cccc(O[C@@H]3O[C@H](CO)[C@@H](O)[C@H](O)[C@H]3O)c1C2=O | ? | . | 46 | 99* | -76 | . | 88 | -81
Cc1cc(Cl)c(S(=O)(=O)Nc2cccc(O)c2)cc1OCC(N)=O | -2 | 2 | 1 | 3 | 0 | 12 | -4 | 1
Cc1ccc(O)c(NC(=O)Cc2ccc3ccccc3c2)c1 | -3 | 3 | -4 | 15 | -1 | 20 | -3 | -8
O=C(O)CC/C(=C\c1ccc(N2CCCC2)c([N+](=O)[O-])c1)c1nc2ccccc2s1 | -45 | 0 | -1 | 19 | -7 | 23 | -6 | -4
NC(=O)c1ccccc1N/C=C/C(=O)c1cccs1 | -7 | -60 | 81* | 8 | 76* | i | 0 | 92*
Cc1ccccc1NS(=O)(=O)c1ccc(NC(=O)N2CCCCC2)cc1 | -2 | 0 | 7 | 4 | 3 | 8 | -3 | 3
N=c1n(CCN2CCCCC2)c2ccccc2n1CC(=O)c1ccc(Cl)c(Cl)c1 | 39 | 1 | -2 | 26 | -2 | 29 | 6 | -15
CCOc1ccc(CCNC(=O)CN2C(=O)NC3(CCCCC3C)C2=O)cc1OCC (configuration not stated) | -9 | -1 | -3 | 13 | -3 | -2 | -3 | -9
O=C(Cc1coc2ccc3ccccc3c12)N1CCc2ccccc21 | 1 | -11 | 3 | 12 | 2 | -23 | -6 | 0
C/C(=N\NC(=O)c1nnn(-c2nonc2N)c1-c1cccs1)c1ccc(C)cc1 | 5 | 2 | 7 | -44 | 2 | -86 | -3 | 9
CCc1ccc(OCc2ccc(C(=O)O)o2)cc1 | -8 | 1 | 90* | 9 | 86* | 4 | -5 | 90*
COc1ccc(CNC(=O)C(C)Sc2ccc(S(=O)(=O)N3CCOCC3)cn2)cc1 (configuration not stated) | -1 | 1 | 2 | -1 | -2 | 12 | -11 | -7
Cc1cc(C)c(CN2CCN(C(=O)Cn3cnc(C(=O)Nc4ccc(C)c(C)c4)n3)CC2)c(C)c1 | . | -1 | . | 26 | -3 | -4 | 4 | .
Cc1ccc2c(c1)c1ncn(CCC3=CCCCC3)c(=O)c1n2C | 6 | 0 | -10 | 12 | 1 | -226 | -4 | 2
COc1cccc(/C=C2/SC(=O)N(C)C2=O)c1OCc1ccc(C(=O)O)cc1 | -7 | 1 | -5 | 1 | 0 | -150 | -5 | -4
CN1C(C(=O)Nc2ccc(C(=O)O)cc2)=C(O)c2ccccc2S1(=O)=O | 2 | 0 | -4 | -12 | 0 | -152 | -2 | 10
COC(=O)c1sc(NC(=O)c2oc3ccccc3c2C)nc1C | 10 | -2 | -26 | 16 | 18 | -391 | -5 | 9
c1ccc2c(-c3c[nH]c4ccccc34)c3ccccc3nc2c1 | 5 | -21 | -10 | 15 | 3 | -248 | -3 | -21
COc1ccc(N(C(=O)Nc2ccc(Cl)cc2)C2=NCCC2)cc1 | -1 | 3 | -7 | -13 | 5 | 16 | -3 | -3
CCCCN(CC)CCNC(=O)c1cc2c(-c3ccc(Cl)cc3)nn(C)c2s1 | 44 | 1 | -3 | 14 | 0 | -289 | -8 | -12
O=C1C2CC(O)CN2C(=O)N1c1ccccc1 (configuration not stated) | -2 | 2 | -11 | 3 | -3 | 2 | -8 | 6
CNC(=O)NC(=O)C(C)N1CCN(C/C=C/c2ccccc2)CC1 (configuration not stated) | -4 | -4 | -7 | -3 | -5 | 1 | -6 | -15
CCNC(=O)NC(=O)C(C)OC(=O)c1oc2ccc(OCC)cc2c1C (configuration not stated) | 18 | -7 | 2 | 19 | 6 | -445 | 0 | -6
CCOc1ccc(CN2CCCC(CO)(Cc3ccc(F)cc3)C2)cc1 (configuration not stated) | 8 | -4 | -8 | 1 | -4 | 14 | -9 | -13
O=C(NCCC(=O)N1CCN(c2ccccn2)CC1)c1ccc(Br)cc1 | 2 | -2 | 1 | 6 | 3 | -12 | -10 | 2
COc1cc(NS(=O)(=O)c2ccc3c(c2)C(C)(C)C(=O)N3C)cc(OC)c1 | -10 | -3 | -9 | 1 | -10 | 0 | -1 | -3

Rewritten with two lines to a compound: entries from further up
Below each SMILES – UBC13 polyUb, SENP1 FRET inh, SENP8 block-1, Apaf-1 inh, SENP7 inh, SENP8 block-2, A3G deaminase, SENP6 block
> O=C(NCC(=O)N(c1ccc(Cl)cc1)C(C(=O)NC1CCCC1)c1ccncc1)c1ccco1 (configuration not stated)
→ 0, 1, 2, -5, -3, 12, -15, -30
> CCC1CCCCN1S(=O)(=O)c1ccc(S(=O)(=O)N(Cc2cccs2)C2CC2)cc1 (configuration not stated)
→ 4, 2, 1, 1, 11, 8, 1, 1
> COc1ccc(CNC(=O)C(C)Sc2ccc(S(=O)(=O)N3CCOCC3)cn2)cc1 (configuration not stated)
→ -1, 1, 2, -1, -2, 12, -11, -7
> NN/C(=C\[N+](=O)[O-])Nc1ccc(Cl)cc1
→ -17, -3, -7, 4, -7, 16, -5, -4
> COC(=O)c1cc(OC)c(OC)cc1NC(=S)N1CCCC(CO)C1 (configuration not stated)
→ -3, -1, -1, 3, 2, -47, 2, -32

Source: PubChem (Sanford-Burnham Center for Chemical Genomics)
